M1 ag: activates human CHRM1 receptor | P11229 | CHO-K1 hM1, Fluo-8 calcium fluorescence, agonist mode; 0% DMSO, 100% acetylcholine EC100 | activation, % at 3 µM | hit rate 0.33% among 360,000 | AID 588814;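 active = activation above the run's mean compound activation plus 3 SD, cut at about 16% in these data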;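 also: peak over basal fluorescence ratio within a 140 s kinetic read after compound addition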
M4 ag: CHRM4 agonism in calcium assay; P08173; CHO-K1 hM4/Gqi5, Fluo-8 calcium fluorescence; vehicle 0%, full acetylcholine response 100%; activation, % at 3 µM; hit rate 0.14% among 360,000;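 active = activation above the run mean over all test wells plus 3 SD, cut at about 32% in these data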;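 also: peak over basal fluorescence ratio per well then scaled between controls; 0% = DMSO wells and 100% = acetylcholine at EC100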
Target sequence (P08173 whole entry, looked up): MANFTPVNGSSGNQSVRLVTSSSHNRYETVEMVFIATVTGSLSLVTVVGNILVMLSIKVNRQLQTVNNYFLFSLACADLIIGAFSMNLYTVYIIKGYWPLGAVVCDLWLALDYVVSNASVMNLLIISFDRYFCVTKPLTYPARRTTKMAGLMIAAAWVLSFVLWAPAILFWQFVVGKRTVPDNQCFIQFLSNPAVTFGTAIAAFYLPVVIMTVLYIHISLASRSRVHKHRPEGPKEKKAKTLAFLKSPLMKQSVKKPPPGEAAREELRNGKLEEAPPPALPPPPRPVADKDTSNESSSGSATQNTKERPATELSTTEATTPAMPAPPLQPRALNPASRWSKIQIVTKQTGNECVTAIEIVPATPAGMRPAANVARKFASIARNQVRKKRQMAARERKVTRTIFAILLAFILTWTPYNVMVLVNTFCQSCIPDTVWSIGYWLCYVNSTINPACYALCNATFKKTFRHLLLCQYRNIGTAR
CHO parental Ca: counter-screen: ATP calcium response change in parental CHO cells; hit rate 0.63% among 330,000; inhibition, % at 5.6 µM; parental CHO-K1, ATP-induced calcium, Fluo-8 fluorescence; AID 463079;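 active = inhibition above that plate's mean sample inhibition plus 3 SD, cut at about 26% in these data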;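 also: 0% = ATP-challenged DMSO wells and 100% = DMSO wells without ATP; some compounds past the cut are filed as inactive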
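Test system: untransfected parental CHO cell line; also added: ATP stimulus; dosing: 5.6 µM, single dose; signal: calcium-sensitive Fluo-8 fluorescence; measure: percent inhibition of ATP-evoked calcium rise, normalized to controls; benchmarks: low control ATP plus DMSO, high control DMSO only; replication: one well per compound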
OXTR potentiate: potentiates the human oxytocin receptor response. P30559. activation, % at 3 µM. CHO-OTR cells, Fluo-8 calcium fluorescence, potentiator mode; 0% = oxytocin EC15, 100% = EC100. AID 2445. hit rate 0.061% among 320,000;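 active = activation above that plate's cutoff, the mean activation of tested compounds plus 3 SD, cut at about 6.6% in these data, passing the limit was not always enough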;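 also: 100% uses oxytocin at 75 nM as the full agonist control; some results filed as inactive read as strong as hits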
Target sequence (P30559 whole entry, looked up): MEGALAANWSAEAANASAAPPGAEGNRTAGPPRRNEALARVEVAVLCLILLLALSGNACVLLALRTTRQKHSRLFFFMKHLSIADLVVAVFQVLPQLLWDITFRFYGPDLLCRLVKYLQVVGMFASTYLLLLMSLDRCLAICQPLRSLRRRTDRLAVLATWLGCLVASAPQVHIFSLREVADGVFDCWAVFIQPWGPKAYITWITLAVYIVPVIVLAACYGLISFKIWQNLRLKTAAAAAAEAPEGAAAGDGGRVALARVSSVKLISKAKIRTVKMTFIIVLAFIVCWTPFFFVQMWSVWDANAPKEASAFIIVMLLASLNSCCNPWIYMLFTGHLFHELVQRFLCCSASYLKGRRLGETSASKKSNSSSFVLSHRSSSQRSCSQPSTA
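test system = CHO-OTR cells, human receptor | compound = single-point 3.0 µM | schedule = 6 min compound pre-incubation at room temperature, 100 s kinetic read | signal = Fluo-8 no-wash calcium dye fluorescence, excitation 470-495 nm, emission 515-575 nm | repeats = single well per compound, singlicate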
M4 antag: blocks acetylcholine activation of human M4 receptor; hit rate 0.73% among 360,000; CHO-hM4 cells, ACh EC80, Fluo-8 calcium fluorescence; inhibition, % at 3 µM; P08173;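 active = inhibition above its plate's cutoff, the mean inhibition of sample wells plus 3 SD, cut at about 27% in these data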;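 also: 0% = acetylcholine EC80 with DMSO and 100% = DMSO without agonist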
M1 antag: human CHRM1 antagonism. CHO-K1 hM1, Fluo-8 calcium fluorescence, ACh EC80 antagonist. inhibition, % at 3 µM. hit rate 1.3% among 360,000;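 active = percent inhibition above its own plate's cutoff, namely the mean of that plate's compound wells plus 3 SD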;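 also: peak over basal fluorescence ratio during 140 s after agonist addition; 0% = ACh EC80 plus DMSO and 100% = DMSO alone without agonist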
M1 PAM: positive allosteric modulators of human M1 muscarinic receptor | CHO-K1 hM1, Fluo-8 calcium fluorescence, ACh EC20; 0% = ACh EC20, 100% = maximal ACh | activation, % at 3 µM | hit rate 0.088% among 360,000; in the data active = activation above about 19%, passing the limit was not always enough
CHO-K1 Ca ag: counter-screen for M1 agonists: effect in parental CHO-K1 cells; Fluo-8 calcium fluorescence; scaled to maximal ATP response, vehicle zero; hit rate 0.48% among 360,000; activation, % at 3 µM; in the data active = activation above about 15%;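 also: untransfected CHO-K1 host cells lacking M1 receptor as counterscreen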
CHO-K1 Ca antag: nonselective inhibitor or artifact in parental CHO-K1 cells | ATP-induced calcium, Fluo-8 fluorescence | inhibition, % at 3 µM | hit rate 0.6% among 360,000 | AID 602250;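 active = inhibition above a per-plate cutoff, the plate's mean sample inhibition plus 3 SD, cut at about 24% in these data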;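 also: 0% = DMSO plus EC80 ATP and 100% = DMSO alone without ATP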
Active calls of the source: *; . = no result given.

smiles	CHO-K1 Ca ag	M1 ag	CHO-K1 Ca antag	OXTR potentiate	M4 ag	M1 antag	CHO parental Ca	M4 antag	M1 PAM
CC1CCN(C(=O)c2ccccc2NC(=O)c2cccc(S(=O)(=O)N(C)C)c2)CC1	0.2	-1.8	-1.0	5.4	0.5	-0.8	-9.9	3.3	5.8
CCOc1ccccc1Nc1nnc(SCc2nnc(-c3cc(OC)c(OC)c(OC)c3)o2)s1	3.2	-6.6	7.8	-5.5	6.6	19.4	-22.5	15.8	-5.7
C=CCN(C(=O)Cn1nnc2ccccc21)C(C(=O)NCCOC)c1ccc(OC)cc1OC (stereo unspecified)	-0.6	-2.5	23.6	-9.8	-0.2	-19.4	-3.5	6.7	-1.6
Cc1cc(NC(=O)c2ccc(NC(=O)C3CC3)cc2)no1	0.9	-5.3	-12.3	-7.5	1.7	0.2	-13.0	-21.3	2.4
CC(NC(=O)C12CC3CC(C1)CC(n1cncn1)(C3)C2)C12CC3CC(CC(C3)C1)C2 (stereo unspecified)	1.0	-4.0	-11.9	-10.0	1.3	2.3	-21.9	-4.8	0.5
CCOC(=O)c1cc(-c2ccccc2)sc1NC(=O)C(C)N1C(=O)NC(C)(c2ccc(Cl)cc2)C1=O (stereo unspecified)	0.8	-3.8	-3.9	-8.9	0.8	1.1	-23.1	-1.8	0.0
Cc1ccccc1NC(=O)COC(=O)c1ccc(S(=O)(=O)N2CCCC2)cc1	0.6	-7.2	-10.9	-6.8	0.9	-6.0	3.0	-5.4	8.1
COc1ccc(OC)c(C(=O)N2CCC(C(=O)c3ccc(F)cc3)CC2)c1	0.8	-0.3	24.0*	-8.0	2.2	12.0	-13.3	-8.2	-2.6
Cc1ccc(-n2ccc(=O)c(-c3ccnc(SCc4cccc(Cl)c4)n3)n2)cc1	-0.5	-5.8	8.0	-14.2	-0.4	-20.8	-36.7	-6.7	6.4
O=c1[nH]cnc2c1c(-c1ccccc1)cn2-c1ccccc1	-0.1	-1.1	-15.9	-9.5	1.9	-6.3	1.3	-10.0	-1.3
C=CCn1c(NC(=O)c2ccco2)nc2ccccc21	5.0	-2.8	6.7	-5.1	1.0	-3.2	-4.3	4.2	3.7
O=C(NC1=NCCS1)c1cc(-c2ccc(F)cc2)nc2ccccc12	2.7	-8.9	6.5	-9.2	8.4	10.7	-30.1	3.4	-3.8
COCCCC1CCN(C(=O)C2CCC(=O)N(CCCc3ccccc3)C2)CC1 (stereo unspecified)	1.2	-0.7	6.1	.	1.8	-12.0	.	1.4	5.4
O=C1[C@@H]2CSCN2C(=O)CN1Cc1c(F)cccc1Cl	2.6	-3.8	-20.0	-7.7	1.2	-14.6	-0.4	-10.6	13.2
CCCCCCn1c(=O)n2n(c1=O)C[C@]1(OC(=O)NC3CC3)CN(S(=O)(=O)c3ccc(C)cc3)C[C@]1(O)C2	-0.2	-3.3	7.3	.	1.4	12.5	.	-0.3	-3.5
COc1ccc(-c2csc(N(CC3CCCO3)C(=O)c3ccccc3)n2)cc1 (stereo unspecified)	0.7	-7.5	-1.8	0.2	0.5	-13.8	-22.7	-2.8	14.2
Cc1ccc(C(NC(=O)c2ccccc2)C(Cl)Cl)cc1 (stereo unspecified)	3.0	-1.9	-4.3	2.5	-0.8	-7.5	-11.6	1.3	-5.6
COc1ccccc1CNc1nc2ccccc2n1CCN1CCCCC1	2.7	-4.7	4.3	1.9	2.7	0.9	-16.5	6.6	0.2
CCOC(=O)c1c(C)[nH]c(C(=O)OC(C)C(=O)NCc2ccccc2)c1C (stereo unspecified)	-0.4	-0.2	-4.5	0.3	0.8	-14.2	-5.9	-14.8	5.8
N#C/C(=C\c1ccc(C(=O)O)cc1)c1nc2sc3c(c2c(=O)[nH]1)CCCC3	4.1	1.1	-9.2	.	3.4	-10.1	.	4.8	3.9
Cc1ccc(/C=N/NC(=O)c2nnn(-c3nonc3N)c2CSc2ccc(Cl)cc2)o1	2.4	-3.1	-12.2	-11.3	6.6	8.3	-12.3	-3.0	-2.1
O=C(CSc1nc2ccccc2[nH]1)NCc1ccco1	0.1	-0.1	1.7	-6.2	1.4	-12.8	-4.0	-11.3	2.7
CC(=O)Nc1ccc(NC(=O)C(C)OC(=O)/C=C/c2ccc3c(c2)OCO3)cc1 (stereo unspecified)	0.0	-2.6	5.7	-4.2	0.8	13.8	-6.5	5.7	-5.9
CN(C)CCN1CCN(C2CN(Cc3cn(Cc4cccc(Cl)c4)nn3)S(=O)(=O)C2)CC1 (stereo unspecified)	0.3	.	-16.6	.	1.3	.	.	-1.6	.
CCCNC(=O)C(NS(=O)(=O)c1cccc2nsnc12)c1ccccc1 (stereo unspecified)	0.3	-1.2	2.4	-16.2	-0.1	10.6	-20.2	2.3	-0.7
Cc1cc(S(=O)(=O)NCc2ccccc2)ccc1OCC(=O)N1CCOCC1	-0.1	-4.5	3.9	-12.8	2.5	-1.9	-11.7	-3.1	1.4
CCC(C)NC(=O)c1ccc(NS(=O)(=O)c2ccc3[nH]c(=O)[nH]c3c2)cc1 (stereo unspecified)	0.5	-3.3	2.9	-0.9	0.1	3.9	6.2	-11.8	0.2
Cc1cccc(-c2nc3c(c(SCC(=O)N4CCOCC4)n2)COC(C)(C)C3)c1	1.1	-1.5	-21.9	-10.3	1.9	-6.6	-20.0	-6.8	3.8
CC(=O)N(C)C1=C(O)c2ccccc2C(=O)C1=O	-0.1	0.2	-3.7	-14.1	0.9	-4.8	-2.1	9.8	6.7
CC1(C)N=C(c2ccc(Cl)cc2)C(=O)N1	0.5	-4.0	-7.9	0.5	0.8	-4.4	9.3	-15.8	10.4
COc1ccc(N2CCN(C3CC(=O)N(C)C3=O)CC2)cc1 (stereo unspecified)	-0.1	-2.7	-2.1	-5.2	0.5	-0.1	-0.5	1.0	0.2
CCc1ccc2[nH]c(=O)c(CN(CCCN3CCOCC3)C(=O)Nc3ccc(F)cc3)cc2c1	4.0	-0.9	13.0	-4.5	10.6	15.8	-26.5	11.1	-6.0
Clc1cccc2sc(N3CCOCC3)nc12	0.5	-2.6	-12.5	-5.2	1.9	2.5	-0.3	-18.6	2.6
COc1ccc(CN2CCNC(=O)C2CC(=O)N(C)CC2CCOCC2)c(F)c1 (stereo unspecified)	0.6	-2.1	-3.8	-6.5	0.3	-7.1	-3.8	8.6	7.5
Cc1c(NC(=O)C(C)OC(=O)c2c3c(nc4ccccc24)CCC3)c(=O)n(-c2ccccc2)n1C (stereo unspecified)	1.2	-11.5	-3.6	-5.4	2.5	-2.5	-23.4	-1.8	1.6
O=C(O)c1ccc2c(c1)C(=O)N(c1cccc3ccccc13)C2=O	0.3	-1.0	8.4	-17.6	0.1	7.1	-1.8	-3.4	-0.8
O=C(Nc1ccc(S(=O)(=O)Nc2nccs2)cc1)c1cccc(F)c1	1.6	4.4	-13.6	-7.1	1.5	-17.4	-7.1	-7.3	10.4
COc1ccc(CNC(=O)c2sc(=O)n(Cc3ccccc3OC)c2C)cc1	7.4	11.8	-7.4	.	8.8	-12.3	.	-2.5	5.3
Cc1ccc2cc(C)c(SCC(=O)Nc3ccc(S(=O)(=O)N4CCCC4)cc3)nc2c1	0.1	-4.2	0.1	-8.2	-0.8	-0.1	-9.2	8.1	-0.2
CN(C)S(=O)(=O)c1cccc(C(=O)OCC(=O)NCc2ccccc2)c1	1.4	-2.1	5.3	-1.5	2.1	-3.3	-3.3	11.3	7.3
CCO[C@@H]1OC(C(=O)NC2CC2)=C[C@H](c2ccc(Br)cc2)[C@H]1CCCO	0.3	-13.5	-5.4	-6.4	-0.2	1.1	-14.6	5.7	1.7
COc1ccc(NC(=O)Cn2c(-c3ccccc3)cc(C(C)=O)c2C)c(OC)c1	-0.5	-4.5	11.3	-11.4	-1.2	0.0	-0.6	-2.4	-3.2
CCOC(=O)c1cc2ccccc2n1CC(=O)c1ccccc1	0.0	-6.0	-4.9	-0.1	2.0	-3.0	-2.8	-3.9	-1.5
Cc1cc(C)n(CC(O)COc2ccc(F)cc2)n1 (stereo unspecified)	1.1	-3.6	2.4	-21.4	1.0	9.6	11.9	-2.2	-4.3
CCOC(=O)CCc1c(C)c(C#N)c2nc3ccccc3n2c1-n1ccnc1C	0.1	-0.8	3.2	6.5	-0.2	-2.2	-3.3	7.4	2.3
COc1ccc(-c2cc(=O)oc3cc(OCC(=O)NCCN4CCOCC4)ccc23)cc1	0.6	-4.2	3.9	-8.6	2.0	-8.1	-3.2	0.3	10.7
CC(C)CN(C(=O)CCNC(=O)c1ccc(Cl)cc1)C1CCS(=O)(=O)C1 (stereo unspecified)	0.9	-3.5	-5.0	-0.6	1.3	-19.4	-10.9	0.5	12.1
O=C(O)CCCNC(=O)/C(=C\c1ccc(Cl)cc1)NC(=O)c1ccc(Br)cc1	3.8	-5.9	11.8	-4.9	11.1	16.6	-9.8	-13.0	-7.8
Cc1ccc(N2CCN(C(=O)CCc3nc4ccccc4[nH]3)CC2)c(C)c1	2.5	-3.0	5.0	-8.5	6.7	-0.7	-3.3	-25.0	-3.2
CC1Cc2cc(-c3csc(NC(=O)CCl)n3)ccc2N1C(=O)C1CC1 (stereo unspecified)	0.4	-3.0	-15.9	.	0.7	-6.3	.	-6.8	12.8
COCCN(CCOC)C(=O)C12CCC(C)(C(=O)C1)C2(C)C (stereo unspecified)	0.2	-5.2	-0.8	-0.8	0.3	-5.8	0.6	5.6	13.0
Cc1ccc(-n2ncc3c(=O)n(CC(=O)N4CCN(C(=O)c5ccco5)CC4)cnc32)cc1	-0.3	-6.3	-9.6	3.6	0.4	-6.8	-13.8	0.7	2.8
COc1ccc(-c2ncc3ccccn23)cc1OC	1.2	-4.2	-5.7	-5.8	3.4	-6.7	-8.7	0.1	6.5
COc1ccccc1N1CCN(S(=O)(=O)CCNC(=O)/C=C/c2ccc3c(c2)OCO3)CC1	6.5	2.8	-13.0	.	18.6	-7.3	.	-26.6	-6.6
CC1(C)CC(=O)C2=C(C1)N1C(=C(C#N)C2c2ccc(Cl)cc2)N=C(N)c2ccccc21 (stereo unspecified)	-0.3	-6.2	-10.2	-6.0	1.1	-10.5	-11.7	-12.4	6.5

Single records, from the list above. Order of screens: CHO-K1 Ca ag | M1 ag | CHO-K1 Ca antag | OXTR potentiate | M4 ag | M1 antag | CHO parental Ca | M4 antag | M1 PAM
CC1(C)CC(=O)C2=C(C1)N1C(=C(C#N)C2c2ccc(Cl)cc2)N=C(N)c2ccccc21 (stereo unspecified) is listed as -0.3 | -6.2 | -10.2 | -6.0 | 1.1 | -10.5 | -11.7 | -12.4 | 6.5
Cc1ccc(N2CCN(C(=O)CCc3nc4ccccc4[nH]3)CC2)c(C)c1 is listed as 2.5 | -3.0 | 5.0 | -8.5 | 6.7 | -0.7 | -3.3 | -25.0 | -3.2
COc1ccc(-c2ncc3ccccn23)cc1OC is listed as 1.2 | -4.2 | -5.7 | -5.8 | 3.4 | -6.7 | -8.7 | 0.1 | 6.5

From PubChem BioAssay
